Tau ThT inhib: inhibitors of human tau fibril formation, thioflavin T binding; recombinant tau K18 P301L, heparin-induced fibrillization, ThT fluorescence; 270,000 tested, 2.1% active; AID 1460; Potency, µM (titrated, usually from 57.4 µM), without a hit: top-dose activity, negative = inhibition, hits mostly inhibitors; further: on the % scale 0 is the no-effect control and ±100 the full control effect; nearly all actives have a fitted effect of over 55% in size
Target sequence (P10636 561-689 P618L limits assumed): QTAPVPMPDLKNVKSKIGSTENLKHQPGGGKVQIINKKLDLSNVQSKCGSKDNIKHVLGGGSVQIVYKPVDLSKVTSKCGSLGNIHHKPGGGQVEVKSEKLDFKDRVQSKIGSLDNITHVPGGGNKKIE
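Fibril formation assay: tau K18 P301L at 15 uM with trace Alexa 594 label, heparin inducer 20 uM, pH 7 sodium acetate buffer, 37 C for 6 hr; endpoint ThT signal.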
aGal spleen mod: inhibitors or activators of human alpha-galactosidase in spleen homogenate. human spleen homogenate, 4MU-alpha-Gal fluorescence, 40 min. Potency, µM (highest dose often 80 µM), for the others: at the highest dose activity change, negative = inhibition, usual class: inhibitors. 240,000 tested, 0.008% active;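 further: 0% = enzyme with vehicle and -100% = no enzyme basal signal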
Target sequence (P06280 32-429 limits assumed): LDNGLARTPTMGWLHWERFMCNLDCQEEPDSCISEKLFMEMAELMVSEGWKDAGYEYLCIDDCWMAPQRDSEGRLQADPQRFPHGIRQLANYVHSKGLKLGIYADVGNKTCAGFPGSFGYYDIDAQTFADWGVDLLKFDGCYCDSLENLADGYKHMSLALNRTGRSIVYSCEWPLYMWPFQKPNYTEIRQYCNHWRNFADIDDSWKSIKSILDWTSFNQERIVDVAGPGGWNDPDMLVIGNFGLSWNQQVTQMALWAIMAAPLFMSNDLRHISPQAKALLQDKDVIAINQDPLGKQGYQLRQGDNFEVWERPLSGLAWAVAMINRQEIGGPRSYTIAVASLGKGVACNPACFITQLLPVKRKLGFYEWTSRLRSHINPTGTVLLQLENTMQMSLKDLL
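Human spleen homogenate (1 ug) as enzyme source, 4-methylumbelliferyl-alpha-D-galactopyranoside 1 mM final, citrate/phosphate pH 5.0 with 0.01% Tween-20. Compounds 40 min at 37C, NaOH/glycine stop; fluorescence Ex 365/Em 440, Hill-fit AC50.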
GAA spleen mod: inhibitors or activators of human alpha-glucosidase in spleen homogenate. P10253. AID 2112. 240,000 tested, 0.006% active. Potency, µM (doses to about 79.9 µM), without a hit: at the top dose activity change, negative = inhibition, usual class: inhibitors. human spleen homogenate, 4-MU-alpha-glucoside fluorescence;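 further: 0% = enzyme with vehicle and -100% = no enzyme basal signal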
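AC50 values come from Hill-equation fits of concentration-response data, normalized to no-enzyme and full-activity controls. Enzyme source: 1 ug human spleen homogenate; 1 mM fluorogenic 4-MU glucoside, pH 5.0 citrate buffer, 37 C, 40 min.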
GAA glycogen mod: inhibitors or activators of human alpha-glucosidase glycogen cleavage. AID 2100. 300,000 tested, 0.38% active. Potency, µM (highest dose often 76.4 µM), inactives show at the top dose activity change, negative = inhibition, hits mostly inhibitors. recombinant GAA, glycogen substrate, Amplex Red glucose oxidase fluorescence;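 further: 0% = full enzyme reaction and -100% = no-enzyme basal signal; the screen sought inhibitors and activators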
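Recombinant enzyme (4 nM final) with compounds titrated up to 77 uM and bovine liver glycogen (30 ug) in citrate pH 5.0, 0.01% Tween-20, 37 C 40 min. Released glucose detected by Amplex Red/glucose oxidase (Ex 573/Em 610); AC50 from Hill fits.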
HTT ATP protect: cytoprotection in Huntington HTT-Q103 PC12 cell model | PC12 HTT-Q103 induced, cytoprotection, ATP luminescence, 40 h | Potency, µM (series often up to 56.4 µM), for inactives: cytoprotection (ATP increase), hits mostly activators | 230,000 tested, 0.14% active | AID 1471;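 further: % of control where 0% means no effect; nearly all actives have a fitted effect of over 45% in size; toxic huntingtin expression switched on by the ecdysone agonist tebufenozide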
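Compounds were screened for protection of PC12 cells against cell death after tebufenozide induction (100 nM final) of mutant Huntingtin exon 1 (Q103) fused to GFP.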
GAA inhib: blocks human lysosomal alpha-glucosidase. P10253. AID 1466. Potency, µM (titrated, usually from 76.9 µM), for the others: at the highest dose activity change, negative = inhibition, usual class: inhibitors. 200,000 tested, 0.005% active. purified human GAA, 4-MU-alpha-glucoside fluorescence;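 further: plate controls were uninhibited enzyme wells for no effect and no-enzyme background for full effect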
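AC50 values come from Hill fits of compound titrations (up to 77 uM) against 4 nM human enzyme. Substrate 4-methylumbelliferyl-alpha-D-pyranoside at 400 uM, pH 5.0 citrate buffer, 20 min room temperature; fluorescence Ex 365/Em 440 after alkaline stop.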
Tau fluor cs: counter-screen for tau fibril formation inhibitors. tau K18 P301L Alexa594 fluorescence, heparin fibrillization. Potency, µM (titrated, usually from 57.7 µM), for inactives: at the highest dose activity change, negative = decrease. 280,000 tested, 0.93% active. AID 1463; further: on the % scale 0 is the no-effect control and ±100 the full control effect; nearly all actives have a fitted effect of over 55% in size
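Human tau K18 P301L (15 uM unlabeled, 0.24 uM Alexa 594-labeled) in 100 mM sodium acetate pH 7 with 20 uM heparin, 6 hr at 37 C. ThT 30 uM added, 1 hr ambient; Alexa 594 FP and total fluorescence read at 555/632 nm.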
Tau FP inhib: inhibitors of human tau fibril formation. P10636. K18 P301L tau heparin fibrillization, Alexa594 FP, 6 h. AID 1468. 280,000 tested, 0.39% active. Potency, µM (series often up to 57.7 µM), inactives show top-dose activity, negative = inhibition, most hits filed as inhibitors; further: on the % scale 0 is the no-effect control and ±100 the full control effect; nearly all actives have a fitted effect of over 55% in size
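Human K18 P301L fragment (15 uM unlabeled plus 0.24 uM Alexa 594-labeled) in 100 mM sodium acetate pH 7 with compound, aggregation induced by 20 uM heparin for 6 hr at 37 C. ThT (30 uM) added for 1 hr, then Alexa 594 FP read.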
Numbers without * were called inactive; ? = inconclusive; / = not tested or not shown; & = joins results of further samples; [ ] = dose if it differs, or a comment. The call rests on the fitted dose curve; in most records, active means well fitted curve in the direction sought with a large enough effect; inconclusive means small, poorly fitted or top-dose-only effect, or another doubt; inactive means no such curve, though single readings can be large; an effect the other way counts as inactive or inconclusive. Potency means the concentration at half of the fitted maximal effect. Hits appear at their usual frequency; any-hit rate near 3.3%.

Compound,Tau ThT inhib,aGal spleen mod,GAA spleen mod,GAA glycogen mod,HTT ATP protect,GAA inhib,Tau fluor cs,Tau FP inhib
COc1ccccc1N1C(=O)CCC1(C#N)c1ccc(Br)cc1 (configuration not stated),-4%,-9%,-10%,-8%,9%,2%,-3%,6%
CCC(=O)N1CCN(c2ccc(NC(=O)COc3ccccc3[N+](=O)[O-])cc2)CC1,?,-4%,-1%,9%,-68%[inhibitor],-6%,-24%,-3%
COc1ccc(/C=C(\C#N)C(=O)OCC(=O)N2CC(C)OC(C)C2)cc1 (configuration not stated),-6%,-3%,3%,3%,-2%,-3%,-3%,-12%
CCCc1[nH]nc2c1C(CCC)C(C#N)=C(N)O2 (configuration not stated),-9%,0%,0%,-4%,-10%[10 µM],6%,-9%,-14%
CC1(C)CC(=O)c2cnc(NC(=O)c3ccco3)nc2C1,-4%,-2%,-5%,1%,-13%[0.074 µM],1%,-3%,2%
CC(C)=CCC/C(C)=C/CO/N=C1/C[C@@H](O)[C@@H](O)[C@@H]2[C@@H]3C(=O)N(C(C)(C)C)C(=O)[C@H]3CC[C@@H]12,-5%[11.5 µM],-16%[17.5 µM],0%[17.4 µM],/,-35%[inhibitor][10 µM],/,-8%[11.6 µM],-3%[11.6 µM]
COCC(C)n1c(C)cc(C(=O)COC(=O)CCc2nc3ccccc3c(=O)[nH]2)c1C (configuration not stated),-10%,9%,-1%,1%,-14%,4%,-2%,2%
Cc1nc(=O)c(-c2ccccc2)c(C)n1-c1ccccc1C(=O)O,-4%,4%,5%,11%,-11%,1%,-1%,0%
CC(C)c1ccc2c(c1)C1(NN=C(c3ccccc3)S1)C(=O)N2 (configuration not stated),25µM*,3%,-2%,-12%,44%[10 µM],-4%,?,14%
CCN(CC(=O)NCCc1ccccc1)S(=O)(=O)c1ccccc1,-5%,0%,4%,-19%,-6%[10 µM],/,-4%,-6%
N#Cc1ncc(C(F)(F)F)cc1Oc1cccnc1,-1%,-18%,6%,7%,9%,-1%,-6%,0%
COc1cc2c(cc1OC)C(c1ccccc1)CN(C)CC2 (configuration not stated),-10%,-1%,11%,/,-380%[inhibitor],/,-8%,-14%
C#CCNC(=O)/C=C/c1ccc(C)cc1,-2%,3%,-4%,2%,/,5%,2%,6%
COCCn1cc(C(=S)N2CCCCC2)c2ccccc21,-3%,3%,-4%,-4%,-29%,-3%,-8%,-2%
O=C(NCC(c1ccco1)N1CCN(c2ccccc2F)CC1)OCc1ccccc1 (configuration not stated),-3%,4%,2%,1%,3%[10 µM],7%,-5%,3%
CC(C)Oc1ccc(C(=O)Nc2ccccc2N2CCOCC2)cc1,-3%,6%,3%,-11%,-10%[10 µM],-2%,-7%,3%
CC(=O)c1c(C)oc2c1cc(NS(=O)(=O)c1ccc(C(C)(C)C)cc1)c1ccccc12,-10%,/,/,3%[76.3 µM],/,/,?,-10%
Cc1ccc(S(=O)(=O)CCC(=O)OCC(=O)NC(N)=O)cc1,6%,3%,-6%,2%,11%[10 µM],-1%,16%,10%
COc1ccccc1-c1nc2ccccc2nc1-c1ccccc1OC,0%,-12%,-18%,10%,?,-17%,-4%,1%
OC(CNCCNc1ncccc1C(F)(F)F)COc1ccc(F)cc1 (configuration not stated),1%,3%,0%,4%,10%[10 µM],/,-5%,0%
CC(C)C[C@H](N)c1nnc(S(=O)(=O)Cc2cccc(F)c2)o1,?,-7%,-7%,-3%,-18%[0.074 µM],5%,-9%,-9%
O=C(c1ccc(CS(=O)(=O)c2ccc(Br)cc2)o1)N1CCN(c2ccc(F)cc2)CC1,-10%,/,/,-15%&14%[76.3 µM],/,/,-10%,-4%
O=C(c1cc(=O)[nH]c2ccccc12)N1CCc2ccccc2C1,-1%,4%,2%,-6%,-48%[inhibitor],1%,5%,-4%
Cc1nn(Cc2ccc([N+](=O)[O-])cc2)c(=O)n1-c1cccc(Cl)c1,2%,-7%,-4%,-6%,-1%,0%,2%,-3%
Cn1c(NC(=O)C[n+]2cc(-c3ccc(Cl)c(Cl)c3)n3c2CCC3)cc(=O)n(C)c1=O,3%,8%,11%,-5%,14%[10 µM],-7%,10%,6%
Clc1c(-c2nnc3n2CCCCC3)sc2ccccc12,-1%,-4%,5%,7%,-31%[inhibitor][10 µM],-6%,7%,2%
CC(=O)c1ccc(S(=O)(=O)N2CCNCC2)cc1,-13%,6%,0%,8%,4%[10 µM],-8%,-7%,-5%
Cc1cc(C)n(-c2ccc(Cl)c(Cl)c2)n1,-10%,2%,-1%,7%,-12%[10 µM],-1%,-14%,-1%
Cc1ccc(C)c(CN2C(=O)c3ccccc3S(=O)(=O)c3ccc(C(=O)N4CCN(c5ccccc5)CC4)cc32)c1,-10%,/,/,-23%[76.3 µM],/,/,-26%,-10%
Cc1ccc(-c2csc(N(CC3CCCO3)C(=O)c3ccco3)n2)cc1 (configuration not stated),-4%,-6%,0%,-2%,-30%[inhibitor][10 µM],0%,-3%,12%
COCCNc1c2c(nc3c(-c4ccccc4)c(C)nn13)CCC2,-18%,-12%,-2%,2%,-12%[10 µM],/,-22%,?
CC(=O)Nc1ccc(/C=N/NC(=O)CNC(=O)c2ccccc2)cc1,-5%,10%,5%,-6%,-20%,-2%,-5%,7%
O=C(O)CC1NC(=S)N(c2ccccc2)C1=O (configuration not stated),-3%,-12%,-5%,?,8%[10 µM],1%,7%,3%
CCOc1ccc(NC(=O)CC2C(=O)N(c3ccccc3)C(=O)N2CCOC)cc1 (configuration not stated),-2%,0%,1%,9%,-35%[inhibitor],9%,-1%,4%
CC1CCCC(C)N1c1nnc(N)s1 (configuration not stated),7%,-1%,-1%,-13%,10%,1%,2%,3%
COc1ccccc1NS(=O)(=O)c1cc(N/C(=N\S(=O)(=O)c2ccccc2)c2ccc(F)cc2)ccc1Cl,7%,10%,11%,3%,-6%[10 µM],9%,8%,4%
FC(F)c1nc2ccccc2[nH]1,-13%,-2%,-6%,-5%,-8%[10 µM],9%,9%[2.34 µM],10%[2.34 µM]
N#Cc1c(N)c(C(=O)c2ccc(Br)cc2)n2c1CCC2,-6%,-3%,-6%,-10%,-1%,-2%,-5%,3%
CC(C)CCOc1ccc(C2=NNC(=O)CC2)cc1,?,-3%,-15%,-4%,-5%[10 µM],-4%,-11%,-2%
CC(=O)c1cccc(N(CC(=O)N2CCCC2)S(C)(=O)=O)c1,-1%,6%,-7%,-14%,1%[10 µM],-1%,4%,-2%
Clc1ccccc1Cc1cn2cc(-c3ccccc3)nc2s1,-1%,/,/,14%[76.3 µM],/,/,-3%,?
COc1ccccc1C(=O)NNC(=O)c1ccncc1,-7%,1%,-6%,5%,-36%[inhibitor],1%,-6%,-5%
Cc1noc(C)c1COc1cccc(C(=O)OCC(=O)NC(=O)c2ccc(OC(F)F)cc2)c1,3%,1%,-6%,-9%,11%[0.074 µM],3%,8%,-4%
CCCCOc1ccc(CSC(CC(=O)O)C(=O)O)cc1 (configuration not stated),-12%,-7%,-3%,8%,-1%[10 µM],-3%,-3%,3%
O=C(CSc1nnc2scc(-c3ccc(Cl)cc3)n12)NCc1ccc2c(c1)OCO2,-18%,-2%,-6%,2%,-18%[0.074 µM],-2%,-3%,-8%
S=C(Nc1ccc(Cl)cc1)N1CCCC1,5%,14%,4%,-1%,17%[10 µM],-4%,10%,4%
O=C(COc1ncnc2sccc12)Nc1cccc(S(=O)(=O)N2CCCC2)c1,-10%,-3%,2%,-7%,-7%[10 µM],-12%,-29%,5%
O=C(Nc1ccc(/C=C/c2nc3ccccc3o2)cc1)c1ccc(F)cc1,-16%,-1%,-9%,-3%,-40%,9%,-20%,-20%
NC(=S)Nc1ccc(Oc2ccc(NC(N)=S)cc2)cc1,-13%,2%,1%,-4%,12%,2%,-25%,12%
CCOC(=O)c1c(-c2ccc(OC)cc2)csc1NC(=O)CCN1CCOCC1,-17%,-3%,-5%,-1%,-27%,-6%,-3%,9%
CC(=O)CCn1c(=O)n(CCC(C)=O)c(=O)n(CCC(C)=O)c1=O,-1%,4%,0%,4%,11%[10 µM],-14%,-6%,0%
Cc1cc(=O)oc2cc(NC(=O)c3cc4ccccc4o3)ccc12,?,20%,8%,-29%,-20%,4%,0%,-7%
Cc1ccc(CN2C(=O)N/C(=C/c3ccc(-c4ccc(C(=O)O)cc4)o3)C2=O)cc1,/,-11%,2%,4%,-2%[10 µM],/,?,-2%
CN1CCN(CCCn2cnc3c(=O)oc4ccccc4c32)CC1,6%,2%,-7%,0%,5%,5%,15%,?
Cn1c(SCC(=O)NCCc2ccccc2)nnc1-c1ccco1,2%,0%,-7%,10%,-3%,-2%,3%,1%
Cn1c(=O)[nH]c(=O)c2c1nc(NCc1ccccc1)n2CCCc1ccccc1,3%,4%,-11%,-6%,-1%,8%,-14%,7%
COC(=O)CSc1n[nH]c(-c2cccnc2)n1,3%,-1%,-7%,0%,-3%,1%,3%,-2%
O=c1[nH]cnc2sc3c(c12)CCN(Cc1ccccc1)C3,?,?,?,?,-9%[10 µM],?,-4%,?
COC(=O)C1=C(CSc2nncn2C)NC(=O)NC1c1cc(C)ccc1C (configuration not stated),-15%,-4%,2%,-1%,5%[10 µM],-4%,-4%,-6%
